CendR NRP1 mod = NRP-1/CendR interaction modulation. O14786. 360,000 compounds, 0.85% hits. inhibition, % at 25 µM. FAM-RPARPAR peptide binding to NRP-1, fluorescence polarization;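 active = inhibition or corrected inhibition above about 18%, plus a signal ratio from 0.5 to 1.5, limit read from the data, passing the limit was not always enough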; also: strong numbers were not always called active
Tb MetRS inh = Trypanosoma brucei MetRS inhibition; 360,000 compounds, 0.4% hits; purified T. brucei MetRS, ATP depletion, Kinase-Glo luminescence; inhibition, % at 11.9 µM; AID 624268;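 active = inhibition above a per-plate cutoff of the control wells' mean inhibition plus 3 SD, cut at about 5.5% in these data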;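 also: 0% = DMSO wells median and 100% = median of wells with control inhibitor compound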
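Material: parasite MetRS enzyme / Replication: singlicate, one well per compound / Signal: luminescence of leftover ATP / Schedule: 2 h aminoacylation at 25 °C after 15 min preincubation / Medium: HEPES-MgCl2-KCl buffer plus DTT, spermine, BSA, pyrophosphatase / Doses: 11.9 µM single point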
eLon inh = inhibitors of E. coli Lon protease | purified E. coli Lon protease, fluorescence polarization | inhibition, % at 7.94 µM | 360,000 compounds, 0.42% hits; in the data active = inhibition above about 13%, passing the limit was not always enough;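 also: 0% = enzyme with probe and DMSO and 100% = no enzyme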
MT1-MMP act inh = blocks activation of human MT1-MMP; HT1080 RFP-PRO-GFP cells, GFP/RFP ratio fluorescence, overnight; percent of plate control window, DMSO zero; AID 651647; GFP/RFP ratio change, % at 20 µM; 360,000 compounds, 0.061% hits; P50281;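 active = GFP/RFP ratio change of at least 30% with cell ATP level not reduced by more than half and red fluorescence within 50% of control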; also: strong numbers were not always called active
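Material – HT1080 RFP-PRO-GFP cells · Control set – DMSO wells and RFP-L50D-GFP cells · Incubation – overnight cell settling, then overnight compound exposure, 37 °C, 5% CO2 · Compound dosing – single-point 20 µM compound, 1% DMSO · Read-out – GFP/RFP fluorescence ratio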
FAS TE block = blocks the thioesterase domain of human fatty acid synthase; AID 602261; P49327; inhibition, % at 15 µM; recombinant FAS-TE, OMFH fluorogenic substrate, fluorescence endpoint; 360,000 compounds, 0.67% hits;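 active = compounds whose normalised, plate-corrected inhibition of enzyme fluorescence in the single-dose primary screen is 50% or more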;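 also: 0% = DMSO with enzyme and 100% = substrate without enzyme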
SKN-1 inh = inhibitors of C. elegans SKN-1; C. elegans VP596 Pgst-4::GFP/RFP ratio, acrylamide-induced, 24 h; inhibition, % at 21.8 µM; 360,000 compounds, 0.49% hits; AID 624304;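 active = interference check ratio from 0.5 to 1.5 plus GFP to RFP signal ratio inhibition reaching or exceeding a fixed threshold, cut at about 30% in these data, passing the limit was not always enough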; also: some compounds called inactive have numbers as strong as hits
MLLE-PAM2 inh = inhibitors of microRNA-mediated deadenylation, human PABP1 MLLE binding; P11940; GST-MLLE / FITC-PAM2 fluorescence polarization; inhibition, % at 20 µM; 360,000 compounds, 0.36% hits; AID 588489; in the data active = inhibition above about 35%, passing the limit was not always enough;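 also: plate controls were DMSO wells with GST-MLLE for no effect and wells lacking GST-MLLE protein for full effect; some results filed as inactive read as strong as hits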
MsrA inhibitor = inhibitors of bovine MsrA; inhibition, % at 15.5 µM; purified bovine MsrA, absorbance read-out; 360,000 compounds, 0.75% hits; AID 651718; in the data active = inhibition above about 4.5%;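 also: 0% = vehicle wells with enzyme and 100% = reference inhibitor wells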
MsrA act = activators of bovine methionine sulfoxide reductase A. activation, % at 10.6 µM. 360,000 compounds, 0.3% hits. purified bovine MsrA, absorbance read-out; in the data active = activation above about 7.5%;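 also: 0% = vehicle and 100% = reference activator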
The depositor's hits bear a star; . = not tested or not shown.

Structure	CendR NRP1 mod	Tb MetRS inh	eLon inh	MT1-MMP act inh	FAS TE block	SKN-1 inh	MLLE-PAM2 inh	MsrA inhibitor	MsrA act
CCOC(=O)C1(Cc2ccccc2C)CCCN(S(=O)(=O)CC)C1 (stereo not given)	3	-0.4	0	0	2	-9	9	0.1	-4
S=c1[nH]nc(-c2ccncc2)n1Cc1ccco1	5	0.0	-9	-2	-10	-1	-12	0.3	2
Cc1nnc(NC(=O)c2c(-c3ccccc3)noc2C)s1	-3	0.0	3	6	-10	5	4	1.3	0
COc1ccc(-c2noc(C3CCCN(C(=O)c4ccc(F)cc4)C3)n2)cc1 (stereo not given)	10	-0.8	-4	3	6	13	-10	-1.2	4
N#Cc1c(Cl)cccc1N1CCCC1	-3	-0.1	-9	-1	8	0	6	-0.2	-6
O=C(CSc1nc2ccccc2[nH]1)N1CCN(c2ccc(F)cc2)CC1	-2	1.1	2	0	-2	14	-4	-0.9	1
O=C1CCC(C(=O)N2CCCCO2)CN1CCc1ccc(Cl)cc1 (stereo not given)	11	-0.4	-1	0	-4	5	13	1.0	-2
CC(C(=O)C12CC3CC(CC(C3)C1)C2)N1CCOCC1 (stereo not given)	14	0.0	-3	1	-3	5	-4	-0.6	-3
COc1ccc2oc(C(=O)OCC(=O)Nc3ccccc3OC)c(C)c2c1	2	0.2	1	3	-4	-9	8	.	-2
CC1(C(=O)Nc2ccc(Cl)c(Cl)c2)CCN1C(=O)CC1CCCC1 (stereo not given)	-8	-0.1	1	3	62*	16	-7	-0.2	1
O=C(CSCc1ccccc1)Nc1cc([N+](=O)[O-])ccc1F	7	-0.6	-1	-2	46	-6	2	-0.5	-2
Cc1ccc(NC(=O)CCN2C(=O)c3ccccc3C2=O)c(C)c1	-10	0.3	-3	4	-2	7	-2	-0.5	-2
CN(C(=O)c1ccc(Oc2ccc([N+](=O)[O-])cc2)cc1)C1CCCCC1	-3	0.0	-4	3	21	-16	4	1.4	-9
C=CC[C@H](CC(=O)N(CCO)Cc1ccccc1)C(=O)N[C@@H](COC(=O)[C@@H](CC=C)Cc1ccc(F)cc1)Cc1ccccc1	3	-0.1	-3	-37	24	13	5	-0.9	1
COc1cc(C2C3=C(CC(C)(C)CC3=O)OC3=C2C(=O)CC(C)(C)C3)cc([N+](=O)[O-])c1O	15	0.0	1	1	0	8	0	0.6	-4
COc1ccc(/C=N/NC(=O)c2cccc(S(=O)(=O)N3CCCC3)c2)cc1O	-1	-0.1	-6	13	-8	-17	-5	3.5	-11
Cc1ccc(S(=O)(=O)N2CCOCC2)cc1NC(=O)CSc1nnc(N)s1	-4	-0.2	-8	-1	-6	15	4	-0.6	-2
CC(=O)N1CCOc2ccc(S(=O)(=O)N3C(C)CCCC3C)cc21 (stereo not given)	12	0.3	2	-1	0	3	14	-0.4	4
O=S(=O)(/N=C/N1CCOCC1)c1ccc(Cl)cc1	2	-1.3	-14	0	-4	-15	-1	-1.1	-3
COC(=O)c1cc2cc(OC)ccc2n1C	16	-0.2	-2	1	-2	12	-5	-0.3	-2
O=C(CC12CC3CC(CC(C3)C1)C2)N/N=C/c1ccc([N+](=O)[O-])o1	-12	0.5	-20	-9	21	8	6	1.8	-2
NC(=S)Nc1cccc2cnccc12	4	-0.1	2	3	-8	-5	3	-0.6	0
O=C(CN1C(=O)c2cccc3cccc1c23)NC1CCCCC1	2	-0.1	2	2	-4	7	2	0.4	-4
COc1cc(-c2noc(CCCC(=O)NCc3ccccc3)n2)cc(OC)c1OC	-12	-0.7	1	14	2	-10	4	-0.4	-8
COC(=O)CCCC1=CC2=CC(=O)C(C)(OC(=O)c3cccs3)C(=O)C2=CN1CCCOC(C)C (stereo not given)	28*	0.2	-1	9	-7	16	13	0.0	-3
CCc1cccc(CC)c1NC(=O)c1cccc(NC(=O)c2ccccc2)c1	-5	-0.1	2	-4	10	1	-4	-0.6	-1
COc1ccc(Cl)cc1C(=O)NNC(=O)c1[nH]c(C)c(C(C)=O)c1C	1	-0.2	-7	3	6	10	-28	1.4	2
NS(=O)(=O)c1cccc(NC(=O)c2ccccc2NS(=O)(=O)c2ccc(F)cc2)c1	-5	0.0	4	-2	4	-10	-6	2.1	-3
O=C(CCNC(=O)C1CCN(S(=O)(=O)c2ccccc2)CC1)NCc1cccc(Cl)c1	10	-0.2	-9	1	4	-3	-6	0.2	-2
CC1CN(S(=O)(=O)c2ccccc2)CN1C(=O)N1CCOCC1 (stereo not given)	-6	-0.4	-6	0	-4	5	-6	-1.1	-2
Cc1ccc(S(=O)(=O)Cn2nnnc2C(CC(C)C)N2CCN(c3ccccc3)CC2)cc1 (stereo not given)	0	0.2	-8	-11	28	15	-8	1.4	-7
Cc1ccccc1S(=O)(=O)N1CC(C(=O)O)=CC[C@H]1c1ccc(Cl)cc1	3	-0.3	1	1	-14	8	2	1.6	-4
O=C(CSc1nnc(-c2ccccc2)o1)N1CCCCC1	8	-0.4	-14	4	-3	0	5	-0.1	-1
C[C@@H]1ON(C2CCCCC2)[C@H]2c3nc4ccccc4n3C[C@@H]12	1	-0.1	7	-3	-7	15	-1	0.5	-2
Cc1ccc(Sc2nc(C)c([N+](=O)[O-])c(C)c2C#N)cc1	-8	0.7	3	-2	44	-3	-2	-0.2	-3
CCN(C(=O)Nc1cccc2ccccc12)c1ccccc1	2	-0.3	-1	1	-2	18	-10	1.1	0
CCc1nnc(NC(=O)C(=O)NCCOC(=O)c2ccccc2)s1	-5	0.3	-3	3	-7	17	-3	0.7	2
COc1cc(C)ccc1Oc1ncnc(N)c1[N+](=O)[O-]	9	-1.1	2	-2	-7	-4	9	1.0	-5
Cc1nn(C)cc1S(=O)(=O)N1CCN(c2ccccc2)CC1	-12	-0.2	-2	3	-3	5	0	0.9	-3
CCN(CC)C1CCS(=O)(=O)C1 (stereo not given)	11	-0.7	0	-1	-2	16	9	0.9	-8
COc1ccc2[nH]c3c(c2c1)CCN1C(=O)C(CC(=O)NCC24CC5CC(CC(C5)C2)C4)C[C@H](C(=O)N2CCOCC2)[C@@]31CCC1CCCC1 (stereo not given in full)	6	0.2	-9	-30	80*	-4	18	-0.7	-3
Cc1ccc(NC(=O)COc2ccccc2C(=O)Nc2ccccc2)cc1Cl	-3	-1.2	8	3	-8	-6	-4	0.5	-9
CC(=O)Cc1nsc(NC(=O)c2csc3c2CCCC3)n1	5	-0.7	1	-11	2	11	-5	-0.1	-2
COCCn1c(C)cc(/C=C2/SC(=O)N(CC(=O)N3CCCC3)C2=O)c1C	11	-0.1	-9	2	0	6	-5	1.5	-3
CCN(CC(=O)Nc1ccc(NC(C)=O)cc1)C(=O)c1cc2c(s1)CCCC2	-6	-0.5	-5	-2	1	-8	-7	1.0	-3
COc1ccc(N2CC(C(=O)Nc3ccccc3C(=O)NCc3ccco3)CC2=O)cc1 (stereo not given)	18	-0.5	3	8	2	23	7	0.7	1
COc1cc(C(=O)Nc2nc3ccc(S(C)(=O)=O)cc3s2)cc(OC)c1C	0	-0.3	3	2	9	2	5	0.1	-2
Cc1ccc(CS(=O)(=O)Cc2ccc(C(=O)NCCCN3CCOCC3)o2)cc1	4	-0.7	4	.	-6	6	0	0.4	0
CCC(C)(C)n1nnnc1CN1CCN(c2nc3cc(OC)ccc3cc2C#N)CC1	-9	-0.3	1	3	24	-3	9	0.5	7
O=C1C=C(c2ccc(-c3ccccc3)cc2)C[C@@H](c2ccc(Cl)cc2)C1	-12	-0.1	-5	4	29	-14	-18	1.3	7
CCNC(=S)NNC(=O)c1ccc(OC(F)F)cc1	8	-0.7	-2	3	-8	-4	-7	0.7	1
N/C(=N\OC(=O)c1cccc(Br)c1)c1ccc([N+](=O)[O-])cc1	9	-0.5	0	3	14	15	-5	0.6	-2
CCCc1c(C(=O)N/N=C/c2ccccc2OCc2ccc(F)cc2)nnn1-c1nonc1N	8	-0.2	-6	1	-5	-3	12	-0.8	-1
Cc1cc(Cc2cc(C)c(O)c(CO)c2)cc(CO)c1O	-18	0.5	5	8	-2	10	5	-0.4	-3
CCCN1C(=O)c2cc(C(=O)NCCc3cccc(C)c3)ccc2C1O (stereo not given)	-10	-0.2	-2	-1	-3	-1	-3	-0.4	-1
CNc1nc(SC(C)C(=O)Nc2ccc(Cl)c(Cl)c2)nc(N2CCOCC2)n1 (stereo not given)	-6	-0.5	6	0	0	0	-9	2.8	-1
CCCOc1ccc(C2NC(=O)NC(c3ccccc3)=C2C(C)=O)cc1OCC (stereo not given)	-4	-1.0	-7	0	-4	-9	8	0.0	-9
COc1ccccc1N(CC(O)CN1CCOCC1)S(=O)(=O)c1ccccc1 (stereo not given)	3	0.0	3	-1	-3	11	-2	-0.4	0
CN(C)c1ccc(C=NNC(=O)c2cccc3ccccc23)c(Cl)c1	-7	-0.3	-5	6	0	5	-6	2.3	-6
O=C(CCc1ccccc1)NC(c1cccs1)c1cc(Cl)c2cccnc2c1O (stereo not given)	3	-0.5	-1	-33	2	1	3	1.4	-2

Grouped by structure, the compounds so far with a cyano group
Structure	CendR NRP1 mod	Tb MetRS inh	eLon inh	MT1-MMP act inh	FAS TE block	SKN-1 inh	MLLE-PAM2 inh	MsrA inhibitor	MsrA act
N#Cc1c(Cl)cccc1N1CCCC1	-3	-0.1	-9	-1	8	0	6	-0.2	-6
Cc1ccc(Sc2nc(C)c([N+](=O)[O-])c(C)c2C#N)cc1	-8	0.7	3	-2	44	-3	-2	-0.2	-3
CCC(C)(C)n1nnnc1CN1CCN(c2nc3cc(OC)ccc3cc2C#N)CC1	-9	-0.3	1	3	24	-3	9	0.5	7

More results
Structure	CendR NRP1 mod	Tb MetRS inh	eLon inh	MT1-MMP act inh	FAS TE block	SKN-1 inh	MLLE-PAM2 inh	MsrA inhibitor	MsrA act
CCOc1ncccc1C(=O)OCC(=O)N1CC(=O)Nc2ccccc21	10	-0.2	5	-1	-5	-11	3	0.6	5
CN(C(=O)c1ccc(Br)o1)C1CCS(=O)(=O)C1 (stereo not given)	-2	-0.2	-2	-1	-5	-3	5	-0.5	-1
Cc1ccc(CSc2ncnc3c2cnn3Cc2ccccc2)cc1	-15	-0.7	-6	6	-26	6	-18	0.0	-5
CN(c1ccc(C(=O)NCCSCc2ccc(Cl)cc2)cc1)S(=O)(=O)c1ccccc1	1	0.2	3	0	-10	6	0	2.0	-3
CC[C@]12c3[nH]c4cc(CCC(=O)N(C)C)ccc4c3CCN1C(=O)[C@@H](CC(=O)NCC13CC4CC(CC(C4)C1)C3)C[C@@H]2C(=O)N1CCN(C(=O)C2CC2)CC1	9	-0.5	-3	2	-10	-7	-11	-0.9	-3
COc1cc(NC(=O)Cc2ccccc2)ccc1NC(=O)c1ccccc1	4	0.1	-12	-1	0	8	6	2.6	-5
CCc1noc(C)c1C(=O)Nc1cc(S(=O)(=O)N2CCOCC2)ccc1OC(C)C	12	-0.3	2	2	1	1	-51	0.8	-4
O=C(CCc1ccccc1)N/N=C/c1cccc(O)c1	24	-0.3	0	3	-5	-4	5	0.3	-5
